TAAR1 antag: antagonists of human TAAR1; Q96RJ0; CHO RD-HGA16 TAAR1, Fluo-8 calcium fluorescence, antagonist; inhibition, % at 3 µM; 1.5% of 360,000 active;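 active = inhibition above a per-plate cutoff, the mean inhibition of test compounds on that plate plus 3 SD, cut at about 49% in these data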;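 also: 0% = DMSO plus EC80 beta-PEA response and 100% = DMSO alone without agonist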
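Test system – hTAAR1-expressing CHO RD-HGA16 cells, Gα16-coupled · Reagent – β-PEA at EC80 concentration, post-compound challenge · Compound dosing – 3 µM, single point · Timing – 140 s kinetic read after compound, 140 s after agonist · Detection – Fluo-8 intracellular calcium dye fluorescence, real-time kinetic reads · Control set – DMSO and EC80 PEA controls · Repeats – n of 1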
CHO-K1 Ca antag: nonselective inhibitor or artifact in parental CHO-K1 cells; ATP-induced calcium, Fluo-8 fluorescence; inhibition, % at 3 µM; 0.6% of 360,000 active; AID 602250;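 active = inhibition above a per-plate cutoff, the plate's mean sample inhibition plus 3 SD, cut at about 24% in these data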;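 also: 0% = DMSO plus EC80 ATP and 100% = DMSO alone without ATP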
CHO-K1 Ca ag: M1 agonist counterscreen hit in parental CHO-K1 cells; activation, % at 3 µM; 0.48% of 360,000 active; Fluo-8 calcium fluorescence; scaled to maximal ATP response, vehicle zero; in the data active = activation above about 15%;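 also: untransfected CHO-K1 host cells lacking M1 receptor as counterscreen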
CHO parental Ca: signal in parental CHO cells, OX1R antagonist counter-screen. parental CHO-K1, ATP-induced calcium, Fluo-8 fluorescence. inhibition, % at 5.6 µM. 0.63% of 330,000 active. AID 463079;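 active = inhibition above that plate's mean sample inhibition plus 3 SD, cut at about 26% in these data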;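 also: 0% = ATP-challenged DMSO wells and 100% = DMSO wells without ATP; some compounds past the cut are filed as inactive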
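Measured by: calcium-sensitive Fluo-8 fluorescence / Test system: CHO parental line / Controls: ATP-challenged DMSO wells low, unchallenged DMSO wells high / Measure: % inhibition / Compound: single nominal dose of 5.6 µM per compound / Replicates: single well per compound, no replicates / Reagent: ATP as calcium-mobilizing challenge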
TAAR1 agonist: agonists of human TAAR1. Q96RJ0. CHO RD-HGA16 TAAR1, Fluo-8 calcium fluorescence; vehicle wells 0%, saturating PEA agonist 100%. activation, % at 3 µM. 0.99% of 360,000 active;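 active = activation above the mean activation of all test compounds in the run plus 3 SD, cut at about 38% in these data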
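System: CHO-derived RD-HGA16 cells with stable Gα16 and human TAAR1. Times: 17-24 h plating, Fluo-8 75 min 37 °C, 30 min RT. Measured by: calcium-sensitive Fluo-8 signal, excitation 470-495, emission 515-575 nm. Read-out basis: % activation relative to PEA EC100 response. Control set: DMSO and PEA EC100. Repeats: no replicates (n 1).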
M1 antag: blocks human M1 muscarinic receptor | AID 588852 | CHO-K1 hM1, Fluo-8 calcium fluorescence, ACh EC80 antagonist | inhibition, % at 3 µM | 1.3% of 360,000 active;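 active = percent inhibition above its own plate's cutoff, namely the mean of that plate's compound wells plus 3 SD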;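 also: peak over basal fluorescence ratio during 140 s after agonist addition; 0% = ACh EC80 plus DMSO and 100% = DMSO alone without agonist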
Target sequence (P11229 whole entry, looked up): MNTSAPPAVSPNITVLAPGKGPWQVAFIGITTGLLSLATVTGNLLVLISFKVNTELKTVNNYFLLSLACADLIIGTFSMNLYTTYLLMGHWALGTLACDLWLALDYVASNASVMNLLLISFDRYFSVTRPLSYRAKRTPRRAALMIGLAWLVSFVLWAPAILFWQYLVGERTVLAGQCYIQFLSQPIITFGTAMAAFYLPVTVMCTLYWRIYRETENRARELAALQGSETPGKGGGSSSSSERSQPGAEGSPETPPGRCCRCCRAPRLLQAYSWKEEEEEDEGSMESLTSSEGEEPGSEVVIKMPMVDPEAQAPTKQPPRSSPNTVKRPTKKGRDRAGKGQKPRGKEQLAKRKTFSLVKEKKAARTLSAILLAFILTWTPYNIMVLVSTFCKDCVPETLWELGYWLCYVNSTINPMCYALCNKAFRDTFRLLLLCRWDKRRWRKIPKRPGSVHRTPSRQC
CHO-K1 Ca PAM: counter-screen for M1 PAMs: effect in parental CHO-K1 cells | ATP EC20, Fluo-8 calcium fluorescence; 0% at ATP EC20, 100% at ATP max | activation, % at 3 µM | 0.02% of 360,000 active | AID 602247;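 active = activation above the run cutoff, the mean activation of all test compounds plus 3 SD, cut at about 40% in these data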;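 also: peak over basal fluorescence ratio in a 140 s read after ATP addition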
OXTR potentiator: potentiates the human oxytocin receptor response; 0.061% of 320,000 active; AID 2445; CHO-OTR cells, Fluo-8 calcium fluorescence, potentiator mode; 0% = oxytocin EC15, 100% = EC100; P30559; activation, % at 3 µM;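 active = activation above that plate's cutoff, the mean activation of tested compounds plus 3 SD, cut at about 6.6% in these data, passing the limit was not always enough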;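 also: 100% uses oxytocin at 75 nM as the full agonist control; some results filed as inactive read as strong as hits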
Target sequence (P30559 whole entry, looked up): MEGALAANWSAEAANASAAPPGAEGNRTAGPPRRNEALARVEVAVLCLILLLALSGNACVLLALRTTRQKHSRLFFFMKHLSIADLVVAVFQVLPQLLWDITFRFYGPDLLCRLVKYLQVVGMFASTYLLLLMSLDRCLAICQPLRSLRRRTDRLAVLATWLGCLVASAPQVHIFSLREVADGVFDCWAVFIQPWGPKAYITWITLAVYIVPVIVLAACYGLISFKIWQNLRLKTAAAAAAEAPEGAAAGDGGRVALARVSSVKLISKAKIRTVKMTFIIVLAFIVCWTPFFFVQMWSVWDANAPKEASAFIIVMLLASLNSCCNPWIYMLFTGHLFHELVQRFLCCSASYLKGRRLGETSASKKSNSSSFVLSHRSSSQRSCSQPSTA
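Material: CHO-OTR cells, human receptor; compound dosing: single dose, 3.0 µM nominal final compound concentration; schedule: 6 min compound pre-incubation at room temperature, 100 s kinetic read; measured by: kinetic Fluo-8 calcium fluorescence; read-out basis: % activation vs EC15 and EC100 oxytocin; controls: EC15 oxytocin alone as 0%, 75 nM oxytocin as 100%; replicates: singlicate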
M1 ag: agonists of human M1 muscarinic receptor; AID 588814; CHO-K1 hM1, Fluo-8 calcium fluorescence, agonist mode; 0% DMSO, 100% acetylcholine EC100; activation, % at 3 µM; 0.33% of 360,000 active;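 active = activation above the run's mean compound activation plus 3 SD, cut at about 16% in these data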;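 also: peak over basal fluorescence ratio within a 140 s kinetic read after compound addition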
An asterisk follows results filed as active.

For O=C(NCc1cc(Cl)cc(Cl)c1)c1ccc2nc([C@@H]3O[C@H](CO)[C@H](O)[C@H](O)[C@H]3O)[nH]c2c1 the results were TAAR1 antag -5, CHO-K1 Ca antag 8, CHO-K1 Ca ag 0.2, TAAR1 agonist 0, M1 antag -3, CHO-K1 Ca PAM 9 and M1 ag 0.
For CC(C)c1ccc(S(=O)(=O)Nc2ccc(O)c(Sc3ncn[nH]3)c2)cc1 the results were TAAR1 antag 9, CHO-K1 Ca antag -10, CHO-K1 Ca ag 1.4, TAAR1 agonist 2, M1 antag -10, CHO-K1 Ca PAM 11 and M1 ag -1.
`CCNC(=S)NN=C1c2ccccc2-c2ccccc21` gave TAAR1 antag -24, CHO-K1 Ca antag -16, CHO-K1 Ca ag 0.8, CHO parental Ca -30, TAAR1 agonist -2, M1 antag -11, CHO-K1 Ca PAM 19, OXTR potentiator 1 and M1 ag -2.
Screening Cc1ccc2c(c1)N(C(=O)CCC(=O)NC1CCCCCC1)CCO2 returned TAAR1 antag -6, CHO-K1 Ca antag 9, CHO-K1 Ca ag -0.3, CHO parental Ca -12, TAAR1 agonist 1, M1 antag -10, CHO-K1 Ca PAM -4, OXTR potentiator -2 and M1 ag -3.
`CCC(C(=O)OCC(=O)Nc1ccc(C(N)=O)cc1)c1ccccc1` (stereo not given) gave TAAR1 antag 7, CHO-K1 Ca antag 12, CHO-K1 Ca ag 2.6, CHO parental Ca 4, TAAR1 agonist 12, M1 antag 5, CHO-K1 Ca PAM -14, OXTR potentiator -11 and M1 ag -2.
Cc1ccc(S(=O)(=O)N2CCN(C(=O)COC(=O)c3ccccn3)CC2)c(C)c1 was read as TAAR1 antag -16, CHO-K1 Ca antag -14, CHO-K1 Ca ag 1.4, CHO parental Ca -9, TAAR1 agonist 1, M1 antag 1, CHO-K1 Ca PAM -2, OXTR potentiator -2 and M1 ag -4.
COc1cccc(N=C(N)N)c1 was read as TAAR1 antag 53*, CHO-K1 Ca antag 9, CHO-K1 Ca ag 0.3, CHO parental Ca 5, TAAR1 agonist 67*, M1 antag 8, CHO-K1 Ca PAM -5, OXTR potentiator -13 and M1 ag -8.
For COC(=O)Cc1c(C)nc2nc[nH]n2c1=O the results were TAAR1 antag -1, CHO-K1 Ca antag -8, CHO-K1 Ca ag -0.1, CHO parental Ca -5, TAAR1 agonist 6, M1 antag 3, CHO-K1 Ca PAM 6, OXTR potentiator 0 and M1 ag -2.
Screening COc1nc(N(C)S(=O)(=O)c2ccc(C)cc2)nc(C)c1Br returned TAAR1 antag -32, CHO-K1 Ca antag 11, CHO-K1 Ca ag -0.6, CHO parental Ca -11, TAAR1 agonist -1, M1 antag -4, CHO-K1 Ca PAM 8, OXTR potentiator -5 and M1 ag -8.
CCn1c(=N)n(CC(=O)c2ccc(OC)cc2)c2ccccc21 was read as TAAR1 antag 11, CHO-K1 Ca antag -9, CHO-K1 Ca ag -0.4, CHO parental Ca -15, TAAR1 agonist 3, M1 antag -32, CHO-K1 Ca PAM 17, OXTR potentiator 1 and M1 ag -5.
`O=C(COCc1nc2ccccc2c(=O)[nH]1)NC1CCCC1` gave TAAR1 antag -7, CHO-K1 Ca antag -11, CHO-K1 Ca ag 0.4, CHO parental Ca 1, TAAR1 agonist 16, M1 antag -6, CHO-K1 Ca PAM 17, OXTR potentiator -2 and M1 ag -2.
COc1ccccc1-c1oc2ccccc2c1C#CC1(N)CCCCC1 was read as TAAR1 antag 8, CHO-K1 Ca antag -1, CHO-K1 Ca ag 2.1, CHO parental Ca 4, TAAR1 agonist 38*, M1 antag 4, CHO-K1 Ca PAM 14, OXTR potentiator -6 and M1 ag 0.
Screening O=C(NC1CCCCC1)C(c1cccnc1)N(C(=O)c1csnn1)c1ccccc1 (stereo not given) returned TAAR1 antag 5, CHO-K1 Ca antag -10, CHO-K1 Ca ag 0.2, CHO parental Ca -9, TAAR1 agonist 0, M1 antag 4, CHO-K1 Ca PAM -6, OXTR potentiator -18 and M1 ag -5.
Screening CN(C)C=Nc1nc2ccccc2nc1N1CCCC1 returned TAAR1 antag 7, CHO-K1 Ca antag -2, CHO-K1 Ca ag -0.1, CHO parental Ca -19, TAAR1 agonist -1, M1 antag -7, CHO-K1 Ca PAM 1, OXTR potentiator -6 and M1 ag -5.
Cc1ccc(S(=O)(=O)N2CCCC2C(=O)Nc2ccc(O)cc2)cc1 (stereo not given) was read as TAAR1 antag 0, CHO-K1 Ca antag 3, CHO-K1 Ca ag 0.5, CHO parental Ca -5, TAAR1 agonist 1, M1 antag -6, CHO-K1 Ca PAM 14, OXTR potentiator -3 and M1 ag 0.
Screening CCCC[n+]1c2ccccc2cc2ccccc21 returned TAAR1 antag 0, CHO-K1 Ca antag -10, CHO-K1 Ca ag 0.4, CHO parental Ca -15, TAAR1 agonist -2, M1 antag 3, CHO-K1 Ca PAM -20, OXTR potentiator -11 and M1 ag -8.
For Cc1cc(SCC(=O)c2ccccc2)n2nc(C)nc2n1 the results were TAAR1 antag -14, CHO-K1 Ca antag -11, CHO-K1 Ca ag 1.4, CHO parental Ca -18, TAAR1 agonist 1, M1 antag -13, CHO-K1 Ca PAM 19, OXTR potentiator 2 and M1 ag 0.
Screening CC(C)CC(=O)NCCCN1CCN(CCCNC(=O)CC(C)C)CC1 returned TAAR1 antag 14, CHO-K1 Ca antag -6, CHO-K1 Ca ag 0.2, CHO parental Ca -16, TAAR1 agonist 3, M1 antag -21, CHO-K1 Ca PAM 18, OXTR potentiator 6 and M1 ag -3.
COc1ccc(OC)c(NC(=O)COC(=O)C2CCN(C(=O)c3ccc(Cl)cc3)CC2)c1 was read as TAAR1 antag -7, CHO-K1 Ca antag -9, CHO-K1 Ca ag 2.2, CHO parental Ca -16, TAAR1 agonist -1, M1 antag -8, CHO-K1 Ca PAM -5, OXTR potentiator -19 and M1 ag -5.
O=C(Nc1ccc(N2CCOCC2)cc1)Nc1ccc2nsnc2c1 was read as TAAR1 antag -8, CHO-K1 Ca antag 7, CHO-K1 Ca ag 0.4, CHO parental Ca -16, TAAR1 agonist 0, M1 antag -10, CHO-K1 Ca PAM -2, OXTR potentiator -9 and M1 ag -7.
`CCOc1ccc(NS(=O)(=O)c2ccc(C(=O)N(C)CC(=O)Nc3ccc(C)cc3)cc2)cc1` gave TAAR1 antag 5, CHO-K1 Ca antag 6, CHO-K1 Ca ag 1.2, CHO parental Ca -2, TAAR1 agonist 8, M1 antag 7, CHO-K1 Ca PAM 7, OXTR potentiator 2 and M1 ag -5.
Cc1noc(C)c1NC(=O)N(C)C[C@H]1Oc2ccc(NS(=O)(=O)c3c(C)noc3C)cc2C(=O)N([C@H](C)CO)C[C@@H]1C was read as TAAR1 antag -16, CHO-K1 Ca antag -6, CHO-K1 Ca ag 0.2, CHO parental Ca 5, TAAR1 agonist 18, M1 antag -6, CHO-K1 Ca PAM 4, OXTR potentiator 1 and M1 ag -1.
CCOC(=O)c1sc2nc(CC(=O)OC)nc(NCc3ccc(Cl)cc3)c2c1C was read as CHO-K1 Ca antag -32, CHO-K1 Ca ag 0.1, CHO parental Ca -14, M1 antag -16, CHO-K1 Ca PAM 16, OXTR potentiator -8 and M1 ag -3.
Screening Cc1ccc(-n2c(SCC(N)=O)nnc2-c2ccccn2)cc1C returned TAAR1 antag -4, CHO-K1 Ca antag -3, CHO-K1 Ca ag 0.5, CHO parental Ca 1, TAAR1 agonist 6, M1 antag -8, CHO-K1 Ca PAM 8, OXTR potentiator -1 and M1 ag 0.
Cc1noc(C)c1C(=O)N1CCN(c2ccccc2O)CC1 was read as TAAR1 antag -27, CHO-K1 Ca antag -2, CHO-K1 Ca ag -0.2, CHO parental Ca -7, TAAR1 agonist 12, M1 antag -4, CHO-K1 Ca PAM -9, OXTR potentiator -3 and M1 ag -6.
For COc1ccc(-n2nc(C(=O)NCC(=O)N3CCN(c4ccccn4)CC3)c3ccccc3c2=O)cc1 the results were TAAR1 antag 24, CHO-K1 Ca antag 9, CHO-K1 Ca ag 2.3, CHO parental Ca -15, TAAR1 agonist 16, M1 antag 9, CHO-K1 Ca PAM 10, OXTR potentiator -3 and M1 ag -2.
Screening COc1cccc(N=CC2=C(O)CCCC2=O)c1 returned TAAR1 antag 4, CHO-K1 Ca antag -3, CHO-K1 Ca ag 0.3, CHO parental Ca -14, TAAR1 agonist 13, M1 antag -5, CHO-K1 Ca PAM 2, OXTR potentiator -8 and M1 ag -6.
Screening Cc1occc1C(=O)Nc1cc(C(C)(C)C)on1 returned TAAR1 antag 18, CHO-K1 Ca antag 19, CHO-K1 Ca ag 0.0, CHO parental Ca -6, TAAR1 agonist 1, M1 antag 11, CHO-K1 Ca PAM -16, OXTR potentiator 5 and M1 ag -4.
For CCCN(Cc1ccccc1)S(=O)(=O)c1ccc(N2C(=O)CCC2=O)cc1 the results were TAAR1 antag 3, CHO-K1 Ca antag -6, CHO-K1 Ca ag 0.4, CHO parental Ca -21, TAAR1 agonist 9, M1 antag -2, CHO-K1 Ca PAM 5, OXTR potentiator -5 and M1 ag -3.
`COc1ccc(NC(=O)CN(C)C(=O)c2cccc(-n3cccc3)c2)cc1` gave TAAR1 antag -3, CHO-K1 Ca antag -3, CHO-K1 Ca ag 0.3, CHO parental Ca 1, TAAR1 agonist 1, M1 antag 5, CHO-K1 Ca PAM -20, OXTR potentiator -7 and M1 ag -3.
Screening CN1CCN(C(=O)C2Cc3c(-c4ccc5c(c4)OCO5)ccnc3O2)CC1 (stereo not given) returned TAAR1 antag -6, CHO-K1 Ca antag 2, CHO-K1 Ca ag 0.3, TAAR1 agonist 0, M1 antag 2, CHO-K1 Ca PAM -11 and M1 ag -5.
CCCC/C(O)=N\S(=O)(=O)c1ccc(N=NN(C)C)cc1 was read as TAAR1 antag -5, CHO-K1 Ca antag -11, CHO-K1 Ca ag 0.1, CHO parental Ca -7, TAAR1 agonist 10, M1 antag -21, CHO-K1 Ca PAM 14, OXTR potentiator -1 and M1 ag -2.
COc1ccc(NC(=S)N2CCC(c3ccc(C)cc3)C2)cc1 (stereo not given) was read as TAAR1 antag -7, CHO-K1 Ca antag -6, CHO-K1 Ca ag 1.9, CHO parental Ca -12, TAAR1 agonist -2, M1 antag -4, CHO-K1 Ca PAM 4, OXTR potentiator -4 and M1 ag -7.

Source: PubChem (The Scripps Research Institute Molecular Screening Center)
